HCMV antiviral = blocks human cytomegalovirus replication | HFF cells, HCMV-luciferase reporter, 72 h; hits give low values | activity change, negative = inhibition, % at 57.5 µM | actives 4.5% (n = 410,000) | AID 1259415; in the data active = activity change below about -60%; inconclusive = no clear call, values can overlap the other calls; inactive = above about -39%
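Screen run at 2 compound doses on HFFs infected with reporter HCMV, MOI 1 PFU/cell. Luciferase activity from cell lysates at 72 h post infection gave inhibition relative to buffer-only and Salinomycin wells.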
AmpC inh detg = blocks E. coli AmpC beta-lactamase in detergent assay; actives 0.041% (n = 370,000); AmpC hydrolysis of nitrocefin, absorbance 480 nm, 0.01% Triton; AID 485294; Potency, µM (top dose mostly 114 µM), without a hit: at the highest dose activity change, negative = inhibition, most hits filed as inhibitors;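 note: potency is the fitted concentration of half-maximal effect; 0% = no-compound wells and -100% = no-enzyme wells; nearly all actives have a fitted effect of over 25% in size; some results filed as inactive show a strong effect at the top dose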
Target sequence (P00811 whole entry, looked up): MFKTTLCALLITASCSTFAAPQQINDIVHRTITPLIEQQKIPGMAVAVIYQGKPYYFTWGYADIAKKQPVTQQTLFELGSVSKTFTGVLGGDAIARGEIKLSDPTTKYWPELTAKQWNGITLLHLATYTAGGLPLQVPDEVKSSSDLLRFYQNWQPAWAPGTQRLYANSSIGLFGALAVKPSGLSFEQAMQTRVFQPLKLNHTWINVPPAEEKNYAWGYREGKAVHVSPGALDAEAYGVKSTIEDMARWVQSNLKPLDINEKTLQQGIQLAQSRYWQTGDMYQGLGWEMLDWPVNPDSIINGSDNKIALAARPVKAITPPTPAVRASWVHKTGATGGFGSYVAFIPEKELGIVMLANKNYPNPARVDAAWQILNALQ
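AmpC (5.3 nM in the dispensed reagent) in 20 mM phosphate pH 7.0 with 0.01% (detergent screen) or 0.0001% Triton X-100 was preincubated with compounds for 15 min at room temperature. Nitrocefin was then added from an 800 uM solution, and hydrolysis was followed at 480 nm.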
AmpC inh no detg = AmpC beta-lactamase inhibition without detergent | AmpC nitrocefin hydrolysis, absorbance 480 nm, 0.0001% Triton | Potency, µM (top dose mostly 57.1 µM), inactives show at the top dose activity change, negative = inhibition, hits mostly inhibitors | actives 0.52% (n = 330,000) | AID 485341;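 note: potency is the fitted concentration of half-maximal effect; plate controls were no compound for no effect and no enzyme for full effect; nearly all actives have a fitted effect of over 20% in size; some results filed as inactive show a strong effect at the top dose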
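20 mM phosphate pH 7.0 + 0.01% (detergent screen) or 0.0001% Triton X-100; 5.3 nM AmpC reagent; cpd preinc 15 min RT; nitrocefin (800 uM stock) to start; A480 q20 s × 4 min; Activity was normalised to no-enzyme and no-compound control wells.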
FBPA Giardia inh = inhibitors of Giardia lamblia fructose-1,6-bisphosphate aldolase | purified Giardia FBPA | Potency, µM (doses to about 59.6 µM), inactives show top-dose activity, negative = inhibition, usual class: inhibitors | A8B2U2 | actives 0.71% (n = 290,000) | AID 2451; note: potency is the fitted concentration of half-maximal effect; nearly all actives have a fitted effect of over 55% in size
Target sequence (A8B2U2 whole entry, looked up): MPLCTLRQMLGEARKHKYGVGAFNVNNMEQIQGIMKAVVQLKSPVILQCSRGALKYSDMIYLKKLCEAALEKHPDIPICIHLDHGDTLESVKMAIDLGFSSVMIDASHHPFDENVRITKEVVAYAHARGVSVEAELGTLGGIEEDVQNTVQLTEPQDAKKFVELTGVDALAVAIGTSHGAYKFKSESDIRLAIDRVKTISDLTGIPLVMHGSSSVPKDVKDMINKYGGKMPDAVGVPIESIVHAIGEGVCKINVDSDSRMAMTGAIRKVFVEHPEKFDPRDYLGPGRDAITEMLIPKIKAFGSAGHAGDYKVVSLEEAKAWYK
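40 nM FBPA preincubated 10 min at RT with compound (up to 57.5 uM final), then substrate plus GAPDH/TPI/NAD/arsenate coupling and diaphorase/resazurin added. Fluorescence read after 20 min at RT, 525/598 nm.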
HCV inh = inhibitors of hepatitis C virus infection; Huh7.5.1 HCVcc-Cre infection, luciferase reporter, 44 h; Potency, µM (top dose mostly 41.8 µM), without a hit: top-dose activity change, negative = inhibition, most hits filed as inhibitors; actives 3.4% (n = 340,000); note: potency is the fitted concentration of half-maximal effect
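Reporter virus HCVcc-Cre (~0.5 moi) infects cells exposed to compound; seeding density 1,000 cells/well with 4 h settling beforehand. Luminescence, 15 sec read, taken 44 h post-infection following a 15 min RT substrate incubation.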
Sm TGR inh = inhibitors of Schistosoma mansoni thioredoxin glutathione reductase; Q962Y6; purified TGR, DTNB reduction, TNB absorbance 405 nm; Potency, µM (series often up to 114 µM), for inactives: at the highest dose activity change, negative = inhibition, hits mostly inhibitors; actives 3% (n = 360,000); note: potency is the fitted concentration of half-maximal effect; nearly all actives have a fitted effect of over 60% in size
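Kinetic colorimetric format: TGR-catalysed, NADPH-driven DTNB reduction monitored via TNB absorbance. Enzyme dispensed at 20 nM; compound exposure 15 min at room temperature before reaction start.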
Starred values were filed as active, the others as inactive; ? = inconclusive; nt = no result given; & = joins results of further samples; [ ] = another dose, or the depositor's remark. Unless noted, calls come from the whole dose curve; as a rule, active = well fitted curve in the direction sought with a large enough effect; inconclusive = small, poorly fitted or top-dose-only effect, or another doubt; inactive = no such curve, though single readings can be large; an effect the other way counts as inactive or inconclusive. Unless noted, % is set by controls: 0 for no effect and ±100 for the full control effect.

Each structure is followed by: HCMV antiviral | Sm TGR inh | AmpC inh no detg | FBPA Giardia inh | AmpC inh detg | HCV inh
COCCNc1c(-c2cc3ccc(C)c(C)c3[nH]c2=O)nc2ccccn12
→ 137 | 16% | -8% | 0% | 6% | -18%
O=C(CN1CCC(C(=O)O)CC1)Nc1ccccc1Oc1ccccc1
→ 31 | 12% | 35% | -1% | -6% | 25%
CCn1cc(C=C2C(=O)N(C)C(=O)N(C)C2=O)c2ccccc21
→ 33 | -27% | -15% | 4% | -17% | 14%
Cc1ccc(S(=O)(=O)N(C)c2ccc(C(=O)Nc3cccnc3)cc2)cc1
→ -11 | -10% | -11% | nt | ? | 5%
CCOC(=O)C1=C(C)NC2=C(C(=O)CCC2)C1c1ccc(N(C)C)cc1 (stereo unspecified)
→ 65 | -24% | -28% | -13% | ? | -9%
COc1ccc(N2CCN(C(=O)NC3CC(=O)N(c4ccc(OC)cc4)C3)CC2)cc1 (stereo unspecified)
→ -12 | -4% | 83%[activator] | 0% | 1% | 4%
CC(OC(=O)CCN=C1NS(=O)(=O)c2ccccc21)C(=O)Nc1ccc(F)c(F)c1F (stereo unspecified)
→ -10 | -4% | -3% | nt | 0% | 14%
CCCNC(=O)c1cc(S(=O)(=O)N2CCc3ccccc32)cn1C
→ ? | 0% | -2% | -12% | -11% | 8.9µM*
O=C(CN1CCN(Cc2ccccc2)CC1)N1CCCc2ccccc21
→ 34 | -9% | 1% | ? | ? | -15%
COC(=O)Nc1nc(C)c(C(=O)c2ccccc2)s1
→ 87 | -7% | 0% | -4% | -10% | -14%
CC(C)CC1Nc2ncnc(N3CCN(c4ccccc4)CC3)c2N(Cc2ccc(Br)cc2)C1=O (stereo unspecified)
→ 16 | -15% | 5% | nt | -11% | ?
COCCNC(=O)C(c1ccc(F)cc1)N(Cc1ccco1)C(=O)CCC(=O)Nc1ccccn1 (stereo unspecified)
→ 46 | -1% | 44% | -1% | -5% | 2%
COc1ccc(/C=N/Nc2ccccc2C(=O)O)cc1
→ -64* | -12% | -2% | 1% | ? | 32%[activator]
O=C(CCc1nc2ccccc2c(=O)[nH]1)Nc1nnc(SCc2ccccc2F)s1
→ 66 | -11% | -24% | nt | 1% | ?
COc1ccc(C(=O)Nc2ccccc2)cc1NC(=O)c1cccs1
→ 12 | 0% | -28% | nt | 4% | nt
CCN(CC)C(=O)Cn1c(=O)n(CCCCCC(=O)NCc2ccc3c(c2)OCO3)c(=O)c2sccc21
→ -20 | -5% | nt | nt | -4% | nt
COCCNC(=O)c1onc(CSc2cc(C)cc(C)c2)c1C(=O)O
→ 5 | 5% | -5% | 23% | -1% | 12%
COCCNC(=O)CN1C(=O)CCn2nc(-c3cn(C)c4ccccc34)cc21
→ 9 | -4% | nt | nt | -7% | nt
O=c1[nH]c(-c2ccccn2)nc2sc(-c3ccccc3)cc12
→ -112* | 1% | -12% | ? | -2% | 1.6µM*
CC1=NN(c2ccccc2)C(=O)/C1=C/c1cccc(C)c1
→ ? | 6% | -18% | -4% | 1% | 1%
Cc1csc(N/N=C\c2cccnc2)n1
→ 70 | 22µM* | -32% | ? | 0% | -9%
O=[N+]([O-])c1ccc(N2CCNCC2)c2ncccc12
→ nt | -15% | ? | 0% | 1% | 3%
CCCCn1c(SCC(N)=O)nc2sc3c(c2c1=O)CCC3
→ 24 | -17% | -32% | -5% | -12% | ?
Cc1cccc(C(=O)Nc2ccc(C(=O)N/N=C/c3ccc4c(c3)OCO4)cc2)c1
→ -20 | 2% | -40% | 4% | -2% | -29%
COc1cccc(C(=O)Nc2ncc3c(n2)CC(c2ccc(OC)cc2OC)CC3=O)c1 (stereo unspecified)
→ -40 | 4% | -3% | -3% | -11% | ?
CCC1(C)COC2(OC1)C(=O)Nc1ccccc12 (stereo unspecified)
→ -10 | 8% | -26% | -1% | -6% | ?
Cc1ccc(Cl)cc1N1CCN(C(=O)C2CCC(CNS(=O)(=O)c3cccs3)CC2)CC1 (stereo unspecified)
→ -26 | 1% | nt | nt | 9% | nt
CCCCSc1nnc2c(n1)OC=Nc1ccccc1-2
→ -21 | 1% | -20% | 1% | 1% | 5%
CCOC(=O)c1sc(NC(=O)c2cc3n(n2)C(C(F)(F)F)CC(c2ccccc2)N3)c(C(=O)OCC)c1C (stereo unspecified)
→ -9 | 10% | -42% | 9% | -2% | 17%
N#Cc1ccc(N2Cc3ccccc3C2=NC(=O)c2cccs2)cc1
→ -38 | -3% | -37% | -2% | -4% | ?
NS(=O)(=O)c1ccc(CCNC(=O)CNC(=O)Cc2ccccc2)cc1
→ ? | 0% | -7% | 5% | -4% | -9%
COc1ccc(-c2nn(C)c3sc(C(=O)NCCN(C)C)cc23)cc1OC
→ 87&-33 | 7%&6% | -4% | 8% | -2%&2% | ?
O=S(=O)(Nc1nc2ccccc2nc1OCC(F)(F)F)c1cccs1
→ -33 | 1% | -28% | 9% | -2% | 9%
COc1ccccc1/C=N/NC(=O)CNC(=O)c1ccc(S(=O)(=O)N2CCCC2)cc1
→ -20 | 1% | -27% | -4% | -8% | 0%
Cc1csc(NC(=S)NC(=O)c2ccccc2)n1
→ 52 | -10% | -35% | 7.9µM* | ? | ?
COc1cccc2cc(C(=O)CS(=O)(=O)c3ccc(C(C)(C)C)cc3)c(=O)oc12
→ -13 | ? | 18µM* | nt | -1% | -2%
COc1cc2c(c(OC)c1OC)-c1ccc(O)c(=O)cc1[C@@H](NC(C)=O)CC2
→ -37 | nt | -2% | 5% | nt | -24%
CC(C)c1ccc(OCCCCCN2CCOCC2)cc1
→ 64 | 3% | 107%[activator] | ? | 7% | -23%
C=Cc1ccc(Cn2c(=O)cc(C)c3c(C)nn(-c4ccccc4)c32)cc1
→ 2 | 1% | nt | nt | -2% | nt
OCCCNc1nc(-c2ccc(Cl)cc2)nc2ccccc12
→ 28 | 21% | -22% | -8% | ? | 13µM*
O=C(NNC(=O)C1CC=CCC1)c1ccccc1O (stereo unspecified)
→ 63 | 12% | -15% | ? | -10% | 0%
COc1cccc2c1C(=O)C=C(C)C2=O
→ -33 | ? | -6% | ? | -20% | ?
CCCNC(=S)N1CCN(c2nc(-c3ccc(C)cc3)cs2)CC1
→ ? | 9% | 5% | 7% | ? | 13µM*
O=S(=O)(Nc1ccc(Br)cn1)c1ccc2ccccc2c1
→ 53 | 0% | 7.1µM* | 1% | -9% | 8%
CC(C)COc1ccc(CN=C(N)N=C(N)N)cc1Cl
→ -76* | -5% | 0% | 1% | -12% | ?
COc1ccc(C(=O)Cn2cc[n+](C)c2)cc1
→ -8 | -4% | -12% | -2% | -1% | 11µM*
COc1ccc(CCNS(=O)(=O)c2ccc3c(c2)CC(C)N3C(=O)C2CCC2)cc1OC (stereo unspecified)
→ 6 | 1% | nt | nt | -12% | nt
O=C(CCc1nnc(C2(c3ccc(Cl)cc3)CCC2)o1)NC1CC1
→ 2 | 1% | 34% | 1% | 7% | 17%
O=C(Nc1ccccc1C(F)(F)F)N1CCC(n2c(=O)[nH]c3ccccc32)CC1
→ 24 | -7% | 14% | 1% | -6% | -3%
COc1ccc(-n2c(=O)c3c(c4cc(OC)ccc4n3C)n(C)c2=O)cc1
→ 5 | -3% | nt | nt | ? | nt

A portion of the results above, for reference:
Each structure is followed by: HCMV antiviral | Sm TGR inh | AmpC inh no detg | FBPA Giardia inh | AmpC inh detg | HCV inh
O=C(NNC(=O)C1CC=CCC1)c1ccccc1O (stereo unspecified)
→ 63 | 12% | -15% | ? | -10% | 0%
COc1cccc2c1C(=O)C=C(C)C2=O
→ -33 | ? | -6% | ? | -20% | ?
CCCNC(=S)N1CCN(c2nc(-c3ccc(C)cc3)cs2)CC1
→ ? | 9% | 5% | 7% | ? | 13µM*
O=S(=O)(Nc1ccc(Br)cn1)c1ccc2ccccc2c1
→ 53 | 0% | 7.1µM* | 1% | -9% | 8%
CC(C)COc1ccc(CN=C(N)N=C(N)N)cc1Cl
→ -76* | -5% | 0% | 1% | -12% | ?
COc1ccc(C(=O)Cn2cc[n+](C)c2)cc1
→ -8 | -4% | -12% | -2% | -1% | 11µM*
COc1ccc(CCNS(=O)(=O)c2ccc3c(c2)CC(C)N3C(=O)C2CCC2)cc1OC (stereo unspecified)
→ 6 | 1% | nt | nt | -12% | nt
O=C(CCc1nnc(C2(c3ccc(Cl)cc3)CCC2)o1)NC1CC1
→ 2 | 1% | 34% | 1% | 7% | 17%
O=C(Nc1ccccc1C(F)(F)F)N1CCC(n2c(=O)[nH]c3ccccc32)CC1
→ 24 | -7% | 14% | 1% | -6% | -3%
COc1ccc(-n2c(=O)c3c(c4cc(OC)ccc4n3C)n(C)c2=O)cc1
→ 5 | -3% | nt | nt | ? | nt

(next part)
Each structure is followed by: HCMV antiviral | Sm TGR inh | AmpC inh no detg | FBPA Giardia inh | AmpC inh detg | HCV inh
c1cc(C2OCCN2CC2COC3(CCCC3)O2)ccn1 (stereo unspecified)
→ 51 | -9% | -13% | 3% | 2% | 12%
COc1cc(SC)ccc1C(=O)NC1CCCCC1
→ 32 | 10% | -2% | ? | 2% | -24%
Cn1cc(C(=O)OCC(=O)Nc2ccccc2)c2ccccc21
→ -30 | -2% | -23% | nt | 2% | ?
COc1ccc(CCC(C)N2CCC(CO)(Cc3ccccc3)CC2)cc1 (stereo unspecified)
→ -40 | -2% | 33% | 6% | 0% | ?
O=[N+]([O-])c1cc(C(F)(F)F)cc([N+](=O)[O-])c1N1CCN(S(=O)(=O)c2ccccc2)CC1
→ -17 | -8% | -50% | -1% | -5% | ?
COc1cccc(C(=O)NCC(=O)N/N=C(\C)Cc2ccccc2)c1
→ -26 | -12% | -11% | 0% | -3% | 2%
CC(C)[C@@H](C(=O)OCC(=O)Nc1ccc2c(c1)OCO2)N1C(=O)c2ccccc2C1=O
→ -31 | -8% | -2% | -8% | 0% | -21%
O=C(CN1C(=O)/C(=C\c2ccccc2F)SC1=S)Nc1nc2ccccc2s1
→ 25 | -9% | -34% | 0% | -17% | 12%
CC(=O)c1ccc(N2CCN(c3nc4c(S(=O)(=O)c5ccccc5)nnn4c4ccc(Cl)cc34)CC2)cc1
→ 8 | 1% | nt | nt | 2% | nt
CCc1nn(CC(=O)N2CCN(c3ccc(OC)cc3)CC2)c(=O)c2cc3sccc3n12
→ 24 | -6% | nt | nt | -7% | nt
COc1ccc([N+](=O)[O-])cc1NC(=O)CCN1CCOCC1
→ 10 | 0% | -8% | -5% | 2% | -27%
COc1cccc(NC(=O)C(NCC(C)(C)CN(C)C)c2ccccc2)c1 (stereo unspecified)
→ -1 | -10% | -3% | ? | -1% | 15%
CC1=NN(c2ccc([N+](=O)[O-])cc2)C(=O)/C1=C\N(C)C
→ 4 | ? | -26% | 0% | ? | 16%
C[C@@H]1O[C@@H](Oc2c(-c3ccc(O)c(O)c3)oc3cc(O)cc(O)c3c2=O)[C@H](O)[C@H](O)[C@H]1O
→ 20&-7 | nt | -29% | nt | nt | 1%&8%

Screening results (PubChem BioAssay)
